MC4R ag barr: agonists of human melanocortin 4 receptor (MC4R) beta-arrestin; activation, % at 8.9 µM; 0.98% of 360,000 active; U2OS MC4R beta-arrestin complementation, luminescence; percent of melanotan II response, DMSO zero; P32245;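 active means activation above a per-plate cutoff, the mean activation of sample wells on that plate plus 3 SD, cut at about 8% in these data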
Glyco luc inh: N-linked glycosylation inhibition; D54 ERlucT glycosylation luciferase reporter, 24 h; percent of 100 nM tunicamycin response; reporter increase, % at 12.5 µM; 0.23% of 360,000 active; AID 588692;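 active means mean luciferase reporter signal, scaled so untreated is 0 and the glycosylation-blocking control 100, at or above a set limit in every replicate; inconclusive means mean reaches the limit but not every replicate does; inactive means mean below the limit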;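 further: luciferase carries N-glycosylation sites so blocking glycosylation raises the light; 0% = median of neutral control wells and 100% = median of 100 nM tunicamycin wells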
Cardio protect: protects H9c2 cardiomyocytes from peroxide injury; H2O2 injury protection, ATPLite, 2 h; protection from H2O2 cell death, % at 20 µM; 0.63% of 360,000 active; AID 588492;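 active means compounds giving at least 50% protection of heart cells from peroxide-induced death in the single-dose screen, raw or plate-pattern-corrected value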;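 further: 0% = DMSO wells with peroxide and 100% = DMSO wells without peroxide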
PDI turbidity: PDI (human) enzyme inhibition; PDI insulin aggregation turbidity, A650, 90 min; inhibition, % at 10 µM; 0.052% of 350,000 active; AID 588391;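 active means mean inhibition across replicates of 30% or more, whatever share of single replicates reach that level; inconclusive means mean inhibition below 30% while every single replicate reaches 30%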;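 further: absorbance from insulin aggregation driven by PDI reduction with DTT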
aDG glyco act: increases alpha dystroglycan glycosylation; 0.22% of 360,000 active; activation, % at 10 µM; Pro5-aDG cells, alpha-DG glycosylation AlphaScreen (IIH6); 0% Pro5, 100% B10-LARGE cell signal;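 active means activation of at least 8% versus controls, or a plate z-score of at least 8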;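 further: Pro5 are CHO cells carrying HIG-tagged alpha-DG that lacks glycosylation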
Vif inh: inhibitors of HIV Vif. HEK293T cells, Vif self-association by quenched fluorescence, imaging, 24 h. inhibition, % at 7.49 µM. 0.35% of 340,000 active; in the data active means inhibition above about 50%, passing the limit was not always enough; inconclusive means no clear call, values can overlap the other calls; inactive means below about 31%; further: some results filed as inactive read as strong as hits
ABCB6 inh 2: human ABCB6 transporter inhibition; 0.19% of 360,000 active; K562-ABCB6 porphyrin accumulation, flow cytometry, 1 h; stronger effect = lower value; Q9NP58; AID 602162; fluorescence ratio to DMSO, % at 10 µM;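 active means fluorescence ratio to DMSO below 75%, the collection mean minus 3 SD; inconclusive means too few cells collected in the well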;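 further: signal is porphyrin accumulated inside mitochondria; 100% equals median channel fluorescence of DMSO control wells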
Target sequence (Q9NP58 whole entry, looked up): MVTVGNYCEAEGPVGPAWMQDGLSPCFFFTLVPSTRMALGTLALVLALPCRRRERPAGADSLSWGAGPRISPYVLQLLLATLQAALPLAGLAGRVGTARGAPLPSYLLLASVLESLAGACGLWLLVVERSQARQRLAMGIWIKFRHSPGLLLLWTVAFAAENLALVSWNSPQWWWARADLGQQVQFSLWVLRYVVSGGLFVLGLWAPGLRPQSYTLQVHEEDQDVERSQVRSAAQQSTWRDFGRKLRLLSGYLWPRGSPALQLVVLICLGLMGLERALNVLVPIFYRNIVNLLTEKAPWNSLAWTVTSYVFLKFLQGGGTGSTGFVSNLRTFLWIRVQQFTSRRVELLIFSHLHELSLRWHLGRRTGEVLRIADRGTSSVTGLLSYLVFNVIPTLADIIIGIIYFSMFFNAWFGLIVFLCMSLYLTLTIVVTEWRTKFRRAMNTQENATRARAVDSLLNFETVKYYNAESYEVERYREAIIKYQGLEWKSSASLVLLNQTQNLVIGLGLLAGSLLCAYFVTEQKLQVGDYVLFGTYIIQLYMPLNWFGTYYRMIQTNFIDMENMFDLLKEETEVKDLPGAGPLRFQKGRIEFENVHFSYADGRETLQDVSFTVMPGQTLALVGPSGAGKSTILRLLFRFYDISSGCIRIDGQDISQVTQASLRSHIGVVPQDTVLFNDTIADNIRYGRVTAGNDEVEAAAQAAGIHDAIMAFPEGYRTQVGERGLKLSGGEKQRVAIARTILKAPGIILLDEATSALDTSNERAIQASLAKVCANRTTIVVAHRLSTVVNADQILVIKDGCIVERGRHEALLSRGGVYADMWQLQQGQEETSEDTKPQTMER
m5-HT2A agonist: agonists of mouse serotonin 5-HT2A receptor (HTR2A). CHO-K1 mHTR2A beta-arrestin complementation, luminescence; percent of 30 µM serotonin response. activation, % at 7.6 µM. 0.66% of 360,000 active. P35363. AID 624169;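 active means activation above a run cutoff, the mean activation of all tested compounds plus 3 SD, cut at about 14% in these data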;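 further: 0% = plate median of compound wells and 100% = 30 µM serotonin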
MC4R antagonist: human MC4R antagonism in cAMP assay. P32245. MC4R-expressing cells, MTII-stimulated cAMP, LANCE TR-FRET. inhibition, % at 6.5 µM. 0.48% of 360,000 active. AID 540295;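 active means inhibition above its plate's cutoff, the mean of tested wells on that plate plus 3 SD, cut at about 29% in these data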;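 further: 0% = Melanotan II alone and 100% = Melanotan II plus saturating MCL0020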
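Material: human MC4R-expressing U2OS cells. Probe or stimulus: Melanotan II challenge. Dosing: 6.5 µM single dose. Times: 30-min compound, 1-h challenge, 1-h detection, room temperature. Technique: TR-FRET with Eu-cAMP and labeled anti-cAMP, 671 nm. Replication: singlicate.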
CaV13 ICDI inh: Disruptors of the CACNA1D IQ motif to Ca2+-dependent inactivation inhibitor domain association, primary screening, Förster resonance energy transfer in intact living …; 0.098% of 340,000 active; HEK cells, CFP/YFP FRET ICDI-IQ, plate reader, 10 min; percent FRET-ratio fall versus neutral wells; inhibition, % at 12.3 µM;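 active means mean replicate inhibition of at least 30% and at least 1% of replicates passing that level; inconclusive means only one of the two criteria is met; inactive means neither criterion is met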;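 further: 0% = median of the neutral control wells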
Numbers without * were called inactive; ? = inconclusive; . = no result given.

smiles	MC4R ag barr	Glyco luc inh	Cardio protect	PDI turbidity	aDG glyco act	Vif inh	ABCB6 inh 2	m5-HT2A agonist	MC4R antagonist	CaV13 ICDI inh
COC(=O)[C@]12CCCCC=C1N(Cc1ccccc1)C(=O)[C@H](CC(=O)NCC1CCCCC1)C2	.	.	.	.	-0.2	.	92	-3	.	-9
CCn1nnnc1SCC(=O)NC1CCCC1	-0.1	-1	4	8	0.6	-5	95	2	5	-5
NC(=O)C1=C[C@H](c2coc3ccccc3c2=O)C[C@H](OCc2ccc(CO)cc2)O1	0.6	3	3	6	0.2	-4	94	7	4	-11
Cc1cc(C)cc(N(CC(=O)NC2CCCC2)S(=O)(=O)c2c(C)[nH]c(=O)[nH]c2=O)c1	0.3	0	5	4	0.3	5	99	-4	9	-7
CCN(CC)C(=O)CN1C(=O)C2(OCC(C)(c3ccccc3)CO2)c2ccccc21 (stereo unspecified)	-0.3	-1	22	-7	0.1	.	99	-3	8	-12
CCCC(=O)Nc1ccc(C(=O)n2ccc(C)n2)cc1	-1.4	1	-6	0	-0.1	-1	99	-1	10	-7
CN(C)CCNC(=O)c1cc2sc3ccccc3c2s1	-2.5	-6	10	1	3.9	-3	104	-8	18	-4
COc1ccc(CNC(=O)C(C)OC(=O)c2cccc(N(C)C)c2)cc1 (stereo unspecified)	0.7	1	1	-3	0.1	26	96	0	3	-5
Cc1ccc(/C=C/S(=O)(=O)N2CCC(C(=O)O)CC2)cc1	4.2	2	0	-7	-0.1	-4	98	1	-1	-5
CC1CCN(CCOc2ccc(C(=O)c3ccccc3)cc2)CC1	1.2	-3	-5	-7	0.0	3	103	-6	7	-3
Nc1n[nH]c(CO)n1	0.4	2	8	10	-0.2	-2	97	3	8	-4
Cc1ccc(C2=CC(c3ccccc3)n3ncnc3N2)c(C)c1 (stereo unspecified)	-2.7	1	-1	3	0.4	-3	94	1	0	-10
COc1ccc(/C=N/NC(=O)c2ccc(Cn3cc([N+](=O)[O-])cn3)o2)cc1O	-0.5	1	3	0	-0.1	12	100	2	11	0
Cc1ccc(CNC(=O)c2ccccc2SCC(=O)NCC2CCCCC2)cc1	-0.3	0	-6	-4	-0.3	0	100	-4	5	-6
COc1ccc(C(=O)C2CCCN(Cc3ccc4nonc4c3)C2)cc1OC (stereo unspecified)	-0.6	-1	-11	10	-0.1	-3	95	-7	-1	-7
FC(F)(F)c1cnc(/C=C/Nc2ccccc2Cl)c(Cl)c1	-2.3	1	-1	-3	0.1	-2	97	4	3	.
CNC(=O)C1CC(=O)N(c2ccc(OCC(=O)Nc3ccc(OC)cc3)cc2)C1 (stereo unspecified)	-1.3	1	4	7	0.1	10	94	2	6	-3
CC(=O)N1CCN(CC(=O)Nc2ccc(C)c(F)c2)CC1	-0.4	-2	2	-5	0.0	-4	102	-5	6	-2
CC12COC3(C(=O)Nc4ccc(F)cc4)CC1CCC32C (stereo unspecified)	-1.7	0	5	-5	-0.1	-3	103	-3	5	-2
CCOC(=O)NC(=O)CSc1nc(C)cc(C)c1C#N	-0.6	-6	-24	-5	-0.1	-3	90	-1	-2	-3
CN(C(=O)c1ccccn1)c1nnc(-c2cccnc2)s1	-0.8	3	0	-1	0.0	6	94	7	15	.
C#CCOCCOCCOCCNc1nc(N2CCN(C(=O)CCCCCCCCCCNC(=O)[C@H](CO)n3cc(CCCSC)nn3)CC2)nc(N2CCN(C(=O)CCCCCCCCCCNC(=O)[C@H](CCCN=C(N)N)n3cc(C[C@@H](C)CC)nn3)CC2)n1	0.4	-9	5	17	-0.6	8	87	6	53*	.
CC(C)NC(=O)COc1ccc(/C=N/NS(=O)(=O)c2ccccc2)cc1	-1.6	-2	-4	-2	-0.2	-4	99	0	7	.
COc1ccc(Oc2coc3cc(O)ccc3c2=O)cc1	0.3	1	-4	-4	-0.1	8	91	1	-1	-20
COC(=O)c1ccc(C(=O)OC)c(NC(=S)N2CCCC(CO)C2)c1 (stereo unspecified)	1.6	3	4	-5	-0.5	2	99	0	13	12
CCN(C(=O)CSc1nc2nc(C)cc(C)n2n1)c1cccc(C)c1	-0.1	-2	4	-16	-0.2	1	96	5	0	-9
COc1ccc(/C=N/NC(=O)c2cnccn2)cc1O	-1.1	0	-9	-3	-0.1	25	103	-2	1	-4
S=C(Nc1cccc2ccccc12)Nc1cccc2ccccc12	-1.6	2	-18	-6	0.6	-5	99	-5	-4	-5
CC1(C)Cc2c(sc(NC(=O)Cc3ccccc3)c2C#N)C(C)(C)N1	0.1	1	13	3	0.1	-4	96	0	7	-6
COc1ccc(C(=O)N(c2c(C)cccc2C)C(COC(C)=O)COC(C)=O)cc1	.	.	.	.	0.1	.	101	9	.	-5
COc1ccc(-c2csc(C(C)(O)c3cccc(F)c3)n2)cc1OC (stereo unspecified)	0.3	-1	-14	4	0.2	-2	93	1	-1	-4
Cc1ccc(C2N(C)C(=O)c3ccccc3N2C)cc1 (stereo unspecified)	-0.8	-1	4	-2	-0.1	-4	108	5	6	-3
Cc1ccc(-c2nc(C=Nc3ccc(O)cc3)c(O)o2)cc1	2.3	15	-4	10	0.5	-23	99	-2	-11	-78
Cc1ccc(C2=NN(C(=O)CCC(=O)O)C(c3cccs3)C2)cc1 (stereo unspecified)	0.2	2	2	2	0.0	2	92	2	1	-5
CC(C)C(C)NC(=O)COc1ccc(Sc2ccc(OCC(=O)NC(C)C(C)C)cc2)cc1 (stereo unspecified)	6.4	-5	-10	-19	4.8	-17	94	2	1	-4
CCN(CC)C(=O)c1[nH]cnc1C(=O)N[C@@H](C)C(=O)OC(C)(C)C	-0.4	1	-3	17	-0.1	-2	106	2	0	-6
Cc1ccc(-c2csc(NC(=O)C[n+]3cc(-c4ccccc4)n4c3CCC4)n2)cc1	-1.4	1	-1	1	-0.1	-2	100	14	1	-1
CC1CC1C(=O)OCC(=O)Nc1ccc(N=Nc2ccccc2)cc1 (stereo unspecified)	-2.2	-7	-4	12	-0.2	1	94	4	5	-2
COc1ccccc1NS(=O)(=O)c1ccc(O)c(C(=O)OCC(=O)Nc2ccccc2F)c1	-3.6	1	8	2	0.2	-9	106	2	0	-6
Cc1ccc(C(=O)NC(=S)NNC(=O)CC#N)cc1	-2.9	4	10	9	-0.3	15	108	4	4	-4
Cc1ccc(Cl)cc1N1CCN(C(=O)C2CCN(S(=O)(=O)c3cnc[nH]3)CC2)CC1	0.1	0	-9	-1	-0.5	-7	93	1	17	.
COC(=O)c1cn(C(=O)c2ccccc2)c2ccccc12	-0.4	4	4	-7	0.0	-9	98	2	13	4
Cc1ccc2c(c1)C1CN(C)CCC1N2C(=O)c1cccc(S(=O)(=O)N(C)C)c1 (stereo unspecified)	-0.2	1	6	-1	-0.3	-1	101	-3	0	-5
Oc1cccc2cc(Nc3ccccc3)cnc12	1.5	-13	17	1	1.0	.	95	-1	0	-4
O=C(CCNC(=O)c1ccc(Br)cc1)NCCCN1CCOCC1	-1.4	0	1	7	-0.4	12	92	0	2	-5
Cc1cc(C)nc(NC2=NCC(=O)N2c2ccc(F)c(Cl)c2)n1	-1.6	0	10	4	0.0	?	102	-5	8	-6
Cc1cc2nnc(SCC(=O)N3CCCCCC3)n2c(N)n1	-1.5	2	-4	3	-0.1	-1	91	-1	29*	-16
CCOc1ccc(C(=O)NCC(=O)OCC(=O)c2ccc3c(c2)-c2ccccc2C3)cc1	-1.1	4	-5	2	0.5	6	105	-3	10	-4
Cc1cccc2cc(/C=N/Nc3ccc(C(=O)O)cc3)c(Cl)nc12	-1.6	-8	-6	1	0.0	-4	97	1	21	-9
CCC(C)(C)n1nnnc1C(C(C)C)N1CCSCC1 (stereo unspecified)	1.8	-1	-3	-1	-0.2	.	98	0	5	-9
Cc1ccc(C)c(NC(=O)CN(C)C(=O)c2cc([N+](=O)[O-])ccc2N2CCOCC2)c1	-1.1	-2	3	-7	0.0	-10	100	-5	3	-4
COc1ccc([N+](=O)[O-])cc1NC(=O)CSc1ccc2ccccc2c1	-1.3	-2	-9	-15	4.8	-9	100	-2	-7	4
COc1ccc(CN2CC(=O)N(c3ccc(C)cc3C)C2=S)cc1OC	-2.2	0	8	-5	0.1	-2	93	3	14	3
CSC(=NC#N)N1CCN(c2ccc([N+](=O)[O-])cc2)CC1	1.8	1	-9	9	0.8	.	105	0	0	9
COc1cc(C(=O)O/N=C2\C=CC(=O)C(C)=C2)cc(OC)c1OC	-1.1	-2	-12	-4	-0.2	-2	98	-2	11	-5
CCOC(=O)c1cc2c(C)[nH]c(C)c2cc(C(=O)OCC)c1=O	1.7	2	8	7	0.1	-2	108	4	-12	-4

Following part.
smiles	MC4R ag barr	Glyco luc inh	Cardio protect	PDI turbidity	aDG glyco act	Vif inh	ABCB6 inh 2	m5-HT2A agonist	MC4R antagonist	CaV13 ICDI inh
N#CCC(=O)Nc1ccc(C(=O)OCC(=O)NC(=O)NCc2ccco2)cc1	-2.4	2	0	-4	-0.1	?	91	-2	8	-5
Cc1ccc(NC(=O)CN(C)C(=O)C(C)N2CCN(Cc3ccccc3C)CC2)cc1 (stereo unspecified)	-2.0	1	-5	8	-0.3	14	84	-7	-3	-5
COc1ccc(C2=NN(c3nc(C(=O)O)cs3)C(O)(C(F)(F)F)C2)c(OC)c1 (stereo unspecified)	1.1	4	-2	-2	-0.2	8	105	3	25	-5
Cc1ccc(NC(=O)C(C)N2C(=O)c3ccccc3S2(=O)=O)cc1Cl (stereo unspecified)	-2.5	2	-4	-8	0.0	11	99	-5	4	-14
CNC(=O)C(=O)Nc1cc2c3c(c1)C(C)C(=O)N3CCC2 (stereo unspecified)	-0.9	4	0	1	-0.2	-9	96	0	-6	-13
CN(C)c1ccc(CNCC2CCCO2)cc1 (stereo unspecified)	-0.4	2	-4	-7	-0.2	-1	99	-3	15	-9
O=C(NN=C1CCCC1)c1cc(-c2ccccc2)n[nH]1	1.4	0	4	-14	-0.2	0	92	1	-9	-19
Cc1ccc(C)c(-c2ccc(=O)n(Cc3c(F)cccc3Cl)n2)c1	-1.0	-4	-2	-1	0.1	?	97	-10	2	-5
CCSC1=N/C(=C\c2ccc(-c3ccccc3[N+](=O)[O-])o2)C(=O)S1	-2.2	2	-26	-2	1.3	-1	107	1	-1	.
COCCNc1nc(NCCN2CCNC2=O)c2sc(-c3ccccc3)cc2n1	-1.6	0	17	-1	-0.2	6	98	-3	0	-7
NC(=O)COC(=O)c1ccc(NS(=O)(=O)c2ccc3c(c2)OCCO3)cc1	0.3	1	2	3	-0.1	5	96	0	17	3

Bioassay records: PubChem BioAssay, several laboratories

Hits appear at their usual frequency; about 3.6% have a hit in one of these screens.
